# Screening data: PubChem, Broad Institute
# RAD52 inh: blocks human RAD52 DNA annealing | recombinant RAD52 DNA annealing, FRET fluorescence | 360,000 compounds, 0.46% hits | inhibition, % at 18.7 µM | P43351;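 active means every replicate showing at least 50% inhibition; inconclusive means mean inhibition at least 50% but not in every replicate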
# RAD54 branch: inhibitors of human RAD54 branch migration | AID 602329 | 360,000 compounds, 0.14% hits | RAD54 Holliday junction branch migration, FAM/BHQ fluorescence | inhibition, % at 10.4 µM;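 active means mean normalized replicate activity at least 40 and at least half of replicates scoring 40 or more; inconclusive means only one of the two criteria met; inactive means mean below 40 and under half of replicates reaching 40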;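 further: 0% = median of neutral control wells and 100% = median of positive control wells; inhibitors cause a drop in the FAM fluorescence signal; in these data hits start at about 50%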
# Target sequence (Q92698 whole entry, looked up): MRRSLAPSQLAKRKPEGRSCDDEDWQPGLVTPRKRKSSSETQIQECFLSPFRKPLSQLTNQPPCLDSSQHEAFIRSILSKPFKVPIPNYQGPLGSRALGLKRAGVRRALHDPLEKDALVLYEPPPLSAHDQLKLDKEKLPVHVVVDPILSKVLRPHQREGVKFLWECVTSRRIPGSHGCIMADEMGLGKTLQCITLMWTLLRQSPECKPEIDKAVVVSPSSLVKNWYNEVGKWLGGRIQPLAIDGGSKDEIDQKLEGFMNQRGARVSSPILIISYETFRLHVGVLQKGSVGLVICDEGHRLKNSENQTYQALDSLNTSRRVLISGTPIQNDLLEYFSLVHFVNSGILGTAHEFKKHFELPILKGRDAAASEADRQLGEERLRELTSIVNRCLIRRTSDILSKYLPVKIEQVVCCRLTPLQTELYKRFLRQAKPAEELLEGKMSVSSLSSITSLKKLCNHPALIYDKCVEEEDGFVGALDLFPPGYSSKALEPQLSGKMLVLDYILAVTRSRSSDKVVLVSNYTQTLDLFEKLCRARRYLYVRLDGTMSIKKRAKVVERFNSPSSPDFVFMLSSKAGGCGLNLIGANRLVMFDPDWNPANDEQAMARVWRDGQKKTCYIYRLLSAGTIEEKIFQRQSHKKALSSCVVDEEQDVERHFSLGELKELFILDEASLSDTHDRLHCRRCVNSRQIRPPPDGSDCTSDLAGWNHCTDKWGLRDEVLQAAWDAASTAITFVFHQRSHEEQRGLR
# FN deposit inh: fibronectin deposition inhibition | AH1F fibroblasts, Alexa488-fibronectin deposition fluorescence, overnight | 350,000 compounds, 0.086% hits | AID 743247 | inhibition, % at 12.6 µM;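 active means mean inhibition across replicates of 30% or more, regardless of how many single replicates reach that level; inconclusive means mean under 30% yet at least half of replicates reach 30%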;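 further: positive control wells lacked labelled fibronectin entirely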
#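 Assay system: AH1F fibroblasts assembling fluorescent fibronectin matrix; Amount: 10000 AH1F cells per well; Buffer or medium: DMEM, 2% serum; Probe or stimulus: Alexa488-fibronectin, 24 nM final in well; Doses: single compound dose, delivered by pin transfer; Incubation: 1 h adhesion, overnight exposure; Measured by: fluorescence 485/525 nm; Read-out: fibronectin deposition inhibition.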
# S100A4 inh HTS: S100A4-myosin IIA interaction inhibition | AID 652163 | 360,000 compounds, 0.14% hits | S100A4/TAMRA-MyoIIA peptide fluorescence polarization | inhibition, % at 10.7 µM | P26447;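 active means mean inhibition of at least 70% across replicates, with every replicate also reaching that level; inconclusive means mean inhibition reaches 70% but some replicates fall short; inactive means mean inhibition below 70%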
# Target sequence (P26447 whole entry, looked up): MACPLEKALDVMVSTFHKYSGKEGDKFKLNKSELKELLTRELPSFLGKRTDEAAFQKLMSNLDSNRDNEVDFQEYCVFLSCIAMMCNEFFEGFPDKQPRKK
#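 Test system: S100A4 monomer protein; Medium: HEPES pH 7.2 with CaCl2, KCl, NaCl, DTT, Triton; Probe or stimulus: TAMRA-labelled myosin IIA heavy-chain peptide probe, 5 nM; Doses: one dose per compound; Times: polarization read 5 min after assay mix addition, stable 5–60 min; Benchmarks: neutral control DMSO, positive control TFP.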
# E-sel inducer: E-selectin induction on HUVECs; activation, % at 7.58 µM; HUVEC E-selectin immunofluorescence imaging; normalized: neutral wells 0, TNF-alpha wells 100; AID 686992; 260,000 compounds, 0.37% hits; P16581;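 active means mean E-selectin-positive cell signal at least 10% of the positive control, reached in at least 60% of replicates, without over 20% cell loss; inconclusive means no rule given, readout overlaps actives, possibly toxicity-flagged; inactive means the rest, including those meeting only one limit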;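 further: in these data hits start at about 27%; measured in HUVEC primary endothelial cells; signal is the percent of cells scored E-selectin positive by PE staining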
#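 System: HUVEC / Compound: single concentration / Signal: immunofluorescence imaging / Read-out: percent E-selectin-positive cells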
# Xi reactivation: reactivates the inactive X chromosome in mouse fibroblasts; AID 743238; XiGFP mouse fibroblasts, % GFP-positive cells imaging, 3 d; cells co-treated with 5-aza-dC sensitizer; scaled so ellipticine positive control = 100%; activation, % at 7.58 µM; 360,000 compounds, 0.055% hits;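 active means mean normalized replicate activation at least 10% and every replicate at or above 10%; inconclusive means only one of the two criteria met; inactive means mean below 10% and not all replicates reach 10%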;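 further: 0% = median of on-plate neutral control wells and 100% = ellipticine 6 µM median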
#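 System: SV40-immortalized XiGFP fibroblast cells, line 68-5-11 / Incubation: 3-day compound exposure, then 15 min fixation at room temperature / Compound: single concentration per compound, delivered by pin transfer / Buffer or medium: DMEM plus 5-aza-dC sensitizer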
# EWS-Fli inh: EWS/Fli transcriptional activity inhibition | 350,000 compounds, 0.67% hits | inhibition, % at 12.6 µM | A673 NR0B1-luciferase reporter, viability-normalised | AID 651661;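 active means mean inhibition of at least 50% after viability correction, with every replicate also passing that limit; inconclusive means mean reaches 50% but only one of two replicates passes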;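 further: firefly luciferase signal divided by Alamar Blue viability fluorescence both relative to DMSO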
# esBAF inh: inhibitors of esBAF chromatin remodeling in mouse ES cells; Bmi1-luciferase knock-in reporter, 24 h; 100% = twice the neutral-well signal; reporter increase, % at 12.5 µM; 350,000 compounds, 2% hits; in the data active means activation above about 40%; inconclusive means no clear call, values can overlap the other calls;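 further: 0% = median of the plate's neutral control wells and 100% = double that signal; a rise in the Bmi1 reporter signal indicates esBAF inhibition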
# The depositor's hits bear a star; ? = inconclusive; · = not tested or not shown.
# Order of results: RAD52 inh	RAD54 branch	FN deposit inh	S100A4 inh HTS	E-sel inducer	Xi reactivation	EWS-Fli inh	esBAF inh
1. CCOC1=CC2=C(C(=O)C(Cl)=CC2=O)[C@@H]2CN(S(=O)(=O)c3ccc(C)cc3)[C@@H](c3ccccc3)[C@H]12
→ -3	8	-11	0	0.2	0.0	46	-26
2. CCOc1ccc(-n2c(=O)[nH]c3sc4c(c3c2=O)CCCC4)cc1
→ 0	·	5	-2	0.4	·	11	-6
3. Cc1ccc([C@@H]2[C@@H]3C(=O)N(C)C(=O)[C@@H]3[C@@H]3C(=O)Nc4ccccc4C(=O)N23)cc1
→ -12	0	4	-6	0.1	0.0	-10	-8
4. O=C1CCC/C=C/C[C@H](CC(=O)N(CCO)Cc2ccccc2)C(=O)N[C@@H](Cc2ccccc2)CO1
→ -15	8	0	-3	0.5	0.0	-47	-24
5. O=C(CN1C(=O)NC2(CCCCCC2)C1=O)N1CCCCC1
→ 0	5	-1	2	-0.1	-0.1	-4	7
6. COc1ccc(S(=O)(=O)N(C)C[C@@H]2Oc3ccc(NC(=O)NC(C)C)cc3CC(=O)N([C@@H](C)CO)C[C@@H]2C)cc1
→ 14	51*	-1	11	0.2	-0.1	-7	-5
7. CO/N=C/C(c1ncc(C(F)(F)F)cc1Cl)S(=O)(=O)c1ccccc1 (stereo unspecified)
→ -29	-8	2	8	0.9	0.1	-7	-1
8. COc1ccc(CN2C(=O)NC3(CCCC3)C2=O)cc1F
→ -14	·	-14	0	·	0.0	6	·
9. Cc1cccc(OCc2nc(C#N)c(N3CC(C)CC(C)C3)o2)c1 (stereo unspecified)
→ -23	-16	-30	-3	0.0	0.3	-2	-5
10. CN1C[C@@H](O)COC[C@@H]2O[C@@H](CC(=O)NC3CCC3)CC[C@H]21
→ ·	14	-2	·	0.2	0.1	-3	1
11. O=C(NCCN1CCN(Cc2ccccc2)CC1)c1ccc(CS(=O)(=O)c2c(Cl)cccc2Cl)o1
→ -19	9	1	2	-0.2	0.3	6	8
12. COc1ccc(/C=C2/CCc3ccccc3C2=O)cc1OC
→ ·	-2	0	·	-0.3	0.5	·	18
13. CCCNC(=O)Nc1ccc2c(c1)C(=O)N(C)C[C@H](OC)[C@H](C)CN(C(=O)CC)[C@H](C)CO2
→ ·	1	-4	·	0.1	0.2	-4	0
14. C[C@H]1CN([C@@H](C)CO)C(=O)c2cc(-c3ccc(F)cc3)cnc2O[C@@H]1CN(C)C(=O)NC1CCCC1
→ -6	-8	-4	3	0.4	-1.0	-4	-1
15. CCNC[C@@H]1[C@@H](c2ccccc2)[C@@H](CO)N1C(=O)Cc1ccccn1
→ -9	1	·	3	0.0	-0.1	20	0
16. Cc1cc(NC(=O)c2ccccc2F)ncc1NC(=O)c1cccs1
→ -21	·	-1	-4	-5.8	0.1	-57	50*
17. CCCc1nn(C)c(C(N)=O)c1[N+](=O)[O-]
→ -2	·	·	7	·	0.0	10	·
18. CN(C)NC(=S)Nc1ccc(S(=O)(=O)N2CCCCC2)cc1
→ 0	2	3	6	·	-0.1	-3	-5
19. COc1cccc(CNC(=O)C2(C)CCCN2C(=O)C(C)C)c1 (stereo unspecified)
→ -6	3	0	2	-0.1	0.2	-5	0
20. C[C@@H](C(=O)Nc1cccnc1)n1c(=O)[nH]c2ccccc2c1=O
→ -13	9	-4	-3	·	0.1	-7	0

# Whole records as entered above:
# Record of C[C@@H](C(=O)Nc1cccnc1)n1c(=O)[nH]c2ccccc2c1=O : RAD52 inh = -13; RAD54 branch = 9; FN deposit inh = -4; S100A4 inh HTS = -3; E-sel inducer = ·; Xi reactivation = 0.1; EWS-Fli inh = -7; esBAF inh = 0
# Record of CCCc1nn(C)c(C(N)=O)c1[N+](=O)[O-] : RAD52 inh = -2; RAD54 branch = ·; FN deposit inh = ·; S100A4 inh HTS = 7; E-sel inducer = ·; Xi reactivation = 0.0; EWS-Fli inh = 10; esBAF inh = ·

# Following part
# Order of results: RAD52 inh	RAD54 branch	FN deposit inh	S100A4 inh HTS	E-sel inducer	Xi reactivation	EWS-Fli inh	esBAF inh
21. N#CCc1ccc(OCCCN2CCC(C(O)(c3ccccc3)c3ccccc3)CC2)cc1
→ 6	·	16	-5	1.5	0.4	19	·
22. COc1ccc(NC(=O)Nc2ccc3c(c2)C(=O)N([C@@H](C)CO)C[C@@H](C)[C@@H](CN(C)C)OCCCC[C@@H](C)O3)cc1
→ -3	17	·	-24	-0.2	0.0	-6	-3
23. O=C(NCC1CCCO1)c1ccccc1-c1nc(-c2ccccc2Cl)no1 (stereo unspecified)
→ -9	·	-1	-11	6.3	0.1	-10	·
24. CC(=O)Nc1cccc(Oc2nc(NC(C)C)nc3cc(-c4ccccc4)sc23)c1
→ -5	-3	5	6	-0.2	-0.2	-26	·
25. Cc1c(NC(=O)COC(=O)C2=COCCO2)cccc1[N+](=O)[O-]
→ -14	-9	-2	2	0.3	0.0	0	1
26. Cc1cc(N2CCOCC2)c2c(N)c(C)cc(C)c2n1
→ 4	8	5	1	·	·	·	-8
27. COc1cc(CCNC(=O)c2ccccc2NC(=O)C2=C(C)OCCS2)cc(OC)c1OC
→ -8	13	-7	16	0.4	0.2	-8	-8
28. CCC(=O)N1CCCCN2[C@H](CO)[C@H](c3ccc(-c4cccnc4)cc3)[C@@H]2C1
→ -3	7	·	-1	0.0	0.1	-7	1
29. O=C(C[C@@H]1C[C@H]2c3cc(NC(=O)Nc4ccccc4F)ccc3O[C@H]2[C@@H](CO)O1)NC1CCCCC1
→ 8	6	·	9	0.2	0.0	0	5
30. C[C@H](CO)N1C[C@H](C)[C@@H](CN(C)S(=O)(=O)c2cn(C)cn2)Oc2c(NS(=O)(=O)c3ccc(Cl)cc3)cccc2C1=O
→ ·	·	·	·	1.8	8.2	-5	-3
31. CC(=O)Nc1ccc(C(=O)NCC2(N3CCCCC3)CCCCC2)cc1
→ -23	12	-7	-12	·	0.0	-6	-4
32. CO[C@@H]1CN(C)C(=O)c2cc(NC(=O)c3cccc(Oc4ccccc4)c3)ccc2OC[C@@H](C)NC[C@@H]1C
→ ·	·	21	·	0.1	0.4	16	-5
33. CCOc1cc(/C=N/Nc2nc(Nc3ccccc3)nc(N3CCCCC3)n2)ccc1OCC(=O)O
→ -50	10	-10	-1	·	0.0	-16	-1
34. CO[C@H]1CN(C)C(=O)c2cc(NC(=O)c3cccc(F)c3)ccc2OC[C@@H](C)N(C)C[C@@H]1C
→ -13	0	0	0	1.3	-0.1	9	1
35. CC1CC(C)CN(C(=O)Cn2c(=O)n(CCCC(=O)NCc3ccco3)c(=O)c3sccc32)C1 (stereo unspecified)
→ -12	3	0	3	0.3	-0.1	0	-2
36. O=C(COc1ccc(Cl)cc1)OCC(=O)c1ccc[nH]1
→ -5	1	-9	-2	3.7	0.1	0	5
37. CCCN(CC(=O)Nc1ccccc1C)C(=O)C1CCN(S(=O)(=O)c2cccc(C(F)(F)F)c2)CC1
→ 6	4	·	0	0.1	0.2	0	·
38. C[C@H]1CN([C@@H](C)CO)C(=O)c2cc(/C=C/c3ccccc3)cnc2O[C@H]1CN(C)C(=O)CN(C)C
→ -10	10	-2	-7	0.4	-1.0	-10	-6
39. CCCCC(=O)N(C)c1c(C)nc2ccc(C(=O)NCCN(C)C)cn12
→ -14	10	-1	-4	-0.2	0.0	46	0
40. COCCCC1CCN(C(=O)C2CCC(=O)N(Cc3cccc(F)c3)C2)CC1 (stereo unspecified)
→ -4	-14	-6	11	·	0.0	3	-7

# Three entries from above, with tabs:
no.	Structure	RAD52 inh	RAD54 branch	FN deposit inh	S100A4 inh HTS	E-sel inducer	Xi reactivation	EWS-Fli inh	esBAF inh
35	CC1CC(C)CN(C(=O)Cn2c(=O)n(CCCC(=O)NCc3ccco3)c(=O)c3sccc32)C1 (stereo unspecified)	-12	3	0	3	0.3	-0.1	0	-2
39	CCCCC(=O)N(C)c1c(C)nc2ccc(C(=O)NCCN(C)C)cn12	-14	10	-1	-4	-0.2	0.0	46	0
24	CC(=O)Nc1cccc(Oc2nc(NC(C)C)nc3cc(-c4ccccc4)sc23)c1	-5	-3	5	6	-0.2	-0.2	-26	·

# Other records
# Order of results: RAD52 inh	RAD54 branch	FN deposit inh	S100A4 inh HTS	E-sel inducer	Xi reactivation	EWS-Fli inh	esBAF inh
41. CC(=O)c1cccc(NC(=O)/C(=C/c2ccncc2)NC(=O)c2ccccc2)c1
→ -6	-6	3	-3	0.2	0.1	1	-3
42. O=C(O)c1cccc(N2C(=O)c3cc4cccc(Br)c4cc3C2=O)c1
→ -16	-8	-1	2	-0.3	0.2	3	-6
43. O=C(CSc1nc2c(c(=O)n1-c1ccc(Cl)cc1)SCC2)Nc1nccs1
→ ·	2	1	·	5.4	·	·	3
44. C/C=C/c1ccc([C@@H]2[C@@H](CO)N(Cc3cccc(F)c3)C23CN(C(C)=O)C3)cc1
→ 2	·	-7	3	0.3	0.2	-4	·
45. C[C@@H]1CCCCO[C@@H](CN(C)C(=O)Nc2ccccc2)[C@@H](C)CN([C@@H](C)CO)C(=O)c2cc(NC(=O)Nc3ccc4c(c3)OCO4)ccc2O1
→ 15	11	-4	-21	-0.1	-0.1	-22	?
46. O=C(C[C@@H]1CC[C@H](NC(=O)C2CC2)[C@@H](CO)O1)NCC1CC1
→ 1	-2	·	9	0.1	0.2	6	3
47. CCN(C(=O)COC(=O)c1cc(-c2ccccc2)nc2c1c(C)nn2-c1ccc(C)cc1)C1CCS(=O)(=O)C1 (stereo unspecified)
→ -8	·	·	0	·	0.1	12	·
48. CC(C)C[C@H](NC(=O)/C=C/[C@H]1O[C@@H](n2ccc(=O)[nH]c2=O)[C@H](O)[C@@H]1O)C(=O)O
→ -22	-3	5	-2	3.7	-0.1	8	-5
49. CC(C)n1nnnc1C1c2ccccc2C(=O)N1Cc1ccco1 (stereo unspecified)
→ -7	·	-2	-1	0.2	0.1	-5	·
50. CCc1noc(C)c1C(=O)N1CCN(c2cccc(Cl)c2)CC1
→ -12	-7	-2	-1	·	0.2	0	-2
51. C[C@H]1CN([C@@H](C)CO)C(=O)Cc2cc(NC(=O)Cn3cnnn3)ccc2O[C@H]1CN(C)Cc1ccc(Oc2ccccc2)cc1
→ 6	3	13	2	0.2	-0.4	10	-2
52. C[C@H](CO)N1C[C@H](C)[C@@H](CN(C)S(=O)(=O)c2cn(C)cn2)OCCCC[C@H](C)Oc2ccc(N(C)C)cc2C1=O
→ -114	-8	-4	-12	-0.2	0.1	-6	-8
53. CCCCN(C(=O)c1ccc(C)o1)c1c(N)n(CC(C)C)c(=O)[nH]c1=O
→ -11	-12	4	0	·	-0.1	1	0
54. CCCNC(=O)N[C@@H]1CC[C@H](CC(=O)N2CCN(C)CC2)O[C@H]1CO
→ 10	4	-47	4	-0.2	0.0	2	1
55. COc1cc(/C=N/NC(=O)c2cn(-c3cccc(C)n3)cn2)ccc1O
→ -11	·	-3	4	·	0.3	2	-7
